Screening results deposited in PubChem BioAssay by National Center for Advancing Translational Sciences (NCATS).
ALOX12 inhib: 12-hLO (ALOX12) enzyme inhibition. P18054. purified 12-hLO, xylenol orange hydroperoxide absorbance. Potency, µM (titrated, usually from 57.1 µM), inactives show at the top dose activity change, negative = inhibition, most hits filed as inhibitors. actives 0.12% (n = 150,000). AID 1452; note: potency is the fitted concentration of half-maximal effect; nearly all actives have a fitted effect of over 55% in size; many of its hits are not listed in these tables
Target sequence (P18054 whole entry, looked up): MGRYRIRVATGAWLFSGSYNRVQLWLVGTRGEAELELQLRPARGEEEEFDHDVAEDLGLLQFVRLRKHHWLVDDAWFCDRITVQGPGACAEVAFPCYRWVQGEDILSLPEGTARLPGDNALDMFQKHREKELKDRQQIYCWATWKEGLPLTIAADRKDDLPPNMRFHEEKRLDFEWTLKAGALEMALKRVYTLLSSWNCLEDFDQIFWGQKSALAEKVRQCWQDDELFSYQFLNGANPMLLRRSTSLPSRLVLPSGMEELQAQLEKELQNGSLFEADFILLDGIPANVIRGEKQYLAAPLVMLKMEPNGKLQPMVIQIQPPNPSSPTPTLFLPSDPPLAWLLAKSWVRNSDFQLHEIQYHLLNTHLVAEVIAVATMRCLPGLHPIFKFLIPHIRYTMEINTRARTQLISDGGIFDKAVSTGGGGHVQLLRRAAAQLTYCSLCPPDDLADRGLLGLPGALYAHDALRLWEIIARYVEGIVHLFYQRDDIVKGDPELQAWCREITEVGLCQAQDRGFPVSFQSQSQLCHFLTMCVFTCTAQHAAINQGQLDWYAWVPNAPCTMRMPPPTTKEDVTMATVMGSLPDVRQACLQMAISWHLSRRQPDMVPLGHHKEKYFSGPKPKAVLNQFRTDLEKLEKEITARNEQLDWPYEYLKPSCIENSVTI
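150 nM 12hLO, 25 mM Hepes pH 7.0 + 0.01% Triton X-100; cpd preinc 15 min RT; 40 uM arachidonic acid, 30 min RT; Fe-XO 30 min; A573/A405 ratio as read-out.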
15-hLO-2 inh: inhibitors of human 15-lipoxygenase 2 (ALOX15B); Potency, µM (highest dose often 57.1 µM), inactives show at the highest dose activity change, negative = inhibition, actives largely listed as inhibitors; actives 0.56% (n = 110,000); purified 15hLO-2, xylenol orange hydroperoxide absorbance; O15296; note: potency is the fitted concentration of half-maximal effect; nearly all actives have a fitted effect of over 60% in size; many of its hits are not listed in these tables
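Read-out: hydroperoxide product oxidises ferrous iron, measured as xylenol orange complex via the 573-to-405 nm absorbance ratio after 30 min. Reaction: 50 nM enzyme, 15 min compound preincubation, 45 uM arachidonic acid, 90 min RT, Hepes pH 7.5 with Triton X-100.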
IMPase cell inh: membrane-permeable compound that blocks inositol monophosphatase; 120,000 tested, under 10 active; inhibition (IP1 accumulation), % at 46.1 µM; AID 901; CHO-M1 cells, IP1 accumulation, HTRF TR-FRET ratio; active = well fitted curve in the direction sought with a large enough effect in the signal ratio, not every such curve was filed as active; inconclusive = small, poorly fitted or top-dose-only effect, or a change in a side signal; inactive = no such curve, though single readings can be large or run the other way; the % refers to the signal ratio;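 note: cells stimulated with carbachol in lithium chloride buffer; plate controls were DMSO basal wells for no effect and reference inhibitor wells for full effect; higher means more IMPase inhibition seen as more IP1 and lower FRET ratio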
Target sequence (P97697 whole entry, looked up): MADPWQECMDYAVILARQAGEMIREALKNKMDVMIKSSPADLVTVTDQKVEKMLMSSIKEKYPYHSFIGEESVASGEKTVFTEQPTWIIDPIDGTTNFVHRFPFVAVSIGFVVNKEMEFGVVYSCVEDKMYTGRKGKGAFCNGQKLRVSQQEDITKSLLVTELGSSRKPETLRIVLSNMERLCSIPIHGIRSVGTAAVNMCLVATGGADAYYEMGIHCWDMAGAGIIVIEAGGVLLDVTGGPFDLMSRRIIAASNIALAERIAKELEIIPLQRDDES
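In this qHTS, compounds (final up to 46 uM) act on CHO-M1 cells that are then activated through the M1 receptor with carbachol, in pH 7.4 buffer containing 50 mM LiCl, for 30 min. IP1 accumulation is quantified by the IP-One immunoassay.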
PNC inhibitor: perinucleolar compartment assembly inhibition; PC3M PTB-GFP, PNC prevalence imaging, 16 h; active compounds read low; actives 3.1% (n = 140,000); activity change (PNC), negative = inhibition, % at 10 µM;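 active = readout at or below -70, meaning at least 70% loss of cells showing the perinucleolar compartment, a nuclear body marking cancer cells; inconclusive = readout between -30 and a set limit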;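 note: plate controls were DMSO wells for no effect and camptothecin positive control wells for full effect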
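Compounds are pinned in duplicate onto adhered PC3M cells stably expressing GFP-tagged PTB and incubated 16 h at 37 C. Cells are then fixed, nuclei stained with Hoechst, and PNC-positive cells counted.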
Starred values were filed as active, the others as inactive; ? = inconclusive; . = no result given; & = joins results of further samples; [ ] = dose if it differs, or a comment. Unless noted, calls come from the whole dose curve; as a rule, active = well fitted curve in the direction sought with a large enough effect; inconclusive = small, poorly fitted or top-dose-only effect, or another doubt; inactive = no such curve, though single readings can be large; an effect the other way counts as inactive or inconclusive. Unless noted, % is set by controls: 0 for no effect and ±100 for the full control effect.

The opening 7 compounds, ahead of the listing:
SMILES	ALOX12 inhib	15-hLO-2 inh	IMPase cell inh	PNC inhibitor
O=C(CN1C(=O)CCS(=O)(=O)c2ccccc21)NCc1ccc(F)cc1	6%	.	4	129
CN(CCNC(=O)C1CCN(S(=O)(=O)c2cnc[nH]2)CC1)Cc1ccccc1	-5%	8%	6	?
c1ccc2c(c1)ccc1cc3c(ccc4ccccc43)cc12	-1%	6%	.	.
Cc1cnc(C(=O)Nc2ccc(-n3cnnn3)cc2)cn1	1%	1%	13	38
Cc1ccc(C)c(NS(=O)(=O)c2cc(C(=O)Nc3ccccc3-c3ccccc3)ccc2Cl)c1	1%	-11%	5	5
O=C(NCCC1=CCCCC1)C1CCN(S(=O)(=O)c2ccc(-n3cnnn3)cc2)CC1	0%	-9%	?	13
CCC(C)Sc1nnc(CSc2nc3nc(C)cc(C)n3n2)o1 (stereo unspecified)	0%	2%	6	22

This part in full, repeating the preview:
SMILES	ALOX12 inhib	15-hLO-2 inh	IMPase cell inh	PNC inhibitor
O=C(CN1C(=O)CCS(=O)(=O)c2ccccc21)NCc1ccc(F)cc1	6%	.	4	129
CN(CCNC(=O)C1CCN(S(=O)(=O)c2cnc[nH]2)CC1)Cc1ccccc1	-5%	8%	6	?
c1ccc2c(c1)ccc1cc3c(ccc4ccccc43)cc12	-1%	6%	.	.
Cc1cnc(C(=O)Nc2ccc(-n3cnnn3)cc2)cn1	1%	1%	13	38
Cc1ccc(C)c(NS(=O)(=O)c2cc(C(=O)Nc3ccccc3-c3ccccc3)ccc2Cl)c1	1%	-11%	5	5
O=C(NCCC1=CCCCC1)C1CCN(S(=O)(=O)c2ccc(-n3cnnn3)cc2)CC1	0%	-9%	?	13
CCC(C)Sc1nnc(CSc2nc3nc(C)cc(C)n3n2)o1 (stereo unspecified)	0%	2%	6	22
CCOP(=O)(c1ccc(N(C)C)cc1)C(O)c1ccccc1 (stereo unspecified)	-3%	-4%	-1	-1
COc1cccc(C(=O)Nc2nc(-c3ccc4c(c3)OCO4)cs2)c1	-7%	8%	-4	?
COCCn1c(SCc2nc(N)nc(Nc3ccccc3C)n2)nc2ccccc2c1=O	0%	42%[activator]	8	-29
Cc1ccnc(N/N=C/c2ccco2)n1	4%	1%	11	-9
CCCc1nnc(-c2cc(OC)c(OC)c(OC)c2)o1	-2%	.	.	-91*
COc1ccc(NC(=O)COC(=O)c2c(-c3ccccc3)noc2C)cc1	-10%	9%	0	-15
Cc1ccc(N2C(=O)C3C4C=CC(CNC(=S)Nc5cccc(Cl)c5)(O4)C3C2=O)cc1 (stereo unspecified)	-24%	.	.	-12
C=C(C)Cn1c(CCNC(=O)C(C)C)nc2ccccc21	-5%	-2%	-1	?
COc1cccc(C(=O)Nc2cc(C(=O)NCCc3ccccc3)ccc2Cl)c1	2%	-4%	18	0
COc1cc(=O)[nH]c(=O)n1CC(=O)c1ccccc1	-1%	.	-6	-5
COc1cnc(-c2ccccn2)nc1Oc1ccc(Cl)cc1	13%	.	7	31
O=C(Nc1ccc[n+](CC(=O)c2cccc3ccccc23)c1)c1ccccc1	2%	.	.	11
CCCn1nnc(NC(=O)Cc2ccccc2)n1	-6%	-2%	-6	9
CCOc1ccc(NC(=O)c2nnn(CC(=O)Nc3ccccc3OC)c2N)cc1	4%	-9%	1	2
O=C1CCCC(O)=C1C=NCCc1ccccc1	0%	-4%	3	-2
CCOC(=O)c1c(-c2ccccc2Cl)csc1NC(=O)CSc1nc(C)cc(=O)[nH]1	-2%	.	.	41
CCn1c(O)c(C(C#N)=C2N=c3ccccc3=N2)c2ccccc21	6%	-8%	2	41
CC1CCN(S(=O)(=O)c2ccc3ncn(CC(=O)N(C)Cc4ccccc4)c(=O)c3c2)CC1	-10%	-11%	6	72

4 compounds already listed, ordered by heavy-atom count, lowest first:
SMILES	ALOX12 inhib	15-hLO-2 inh	IMPase cell inh	PNC inhibitor
COc1cnc(-c2ccccn2)nc1Oc1ccc(Cl)cc1	13%	.	7	31
CCOC(=O)c1c(-c2ccccc2Cl)csc1NC(=O)CSc1nc(C)cc(=O)[nH]1	-2%	.	.	41
CC1CCN(S(=O)(=O)c2ccc3ncn(CC(=O)N(C)Cc4ccccc4)c(=O)c3c2)CC1	-10%	-11%	6	72
Cc1ccc(C)c(NS(=O)(=O)c2cc(C(=O)Nc3ccccc3-c3ccccc3)ccc2Cl)c1	1%	-11%	5	5

Returning to the listing, starting two compounds before the break.
SMILES	ALOX12 inhib	15-hLO-2 inh	IMPase cell inh	PNC inhibitor
CCn1c(O)c(C(C#N)=C2N=c3ccccc3=N2)c2ccccc21	6%	-8%	2	41
CC1CCN(S(=O)(=O)c2ccc3ncn(CC(=O)N(C)Cc4ccccc4)c(=O)c3c2)CC1	-10%	-11%	6	72
Cc1cc(NC(=O)CN2CCOCC2)n(-c2nc3ccccc3s2)n1	-1%	2%	8	29
O=C(CNC(=O)c1ccccc1)NCCc1nc2ccccc2[nH]1	2%	1%	-14	?
CCOC(=O)c1c(CN(CC)CC)oc2cc(Br)c(O)cc12	-4%	18%	16	24
Cc1cccc(N=C2NC(=O)CS2)c1	2%	-6%	-3	19
COc1ccc(S(=O)(=O)NCC2CCC(C(=O)NCc3ccco3)CC2)cc1 (stereo unspecified)	-4%	1%	11	?
CCOC(=O)C(C(=O)Nc1nccs1)C1CCCCC1 (stereo unspecified)	-4%	0%	-5	6
Nc1nc2nonc2nc1N1CCCCC1	-5%	0%	1	?
Cc1nc(NC(=O)c2ccco2)sc1-c1csc(Nc2ccc(Cl)cc2Cl)n1	-16%	10%	-4	66
Cc1oc(-c2ccccc2)cc1C(=O)Nc1ccccc1	-8%	2%	1	?
CCOC(=O)c1ccc(NS(=O)(=O)c2ccc3[nH]c(=O)[nH]c3c2)cc1	0%	-22%	2	20
COc1ccc(CCNc2ccncn2)cc1OC	0%	4%	1	?
Cc1ccc(-c2nc(CSCC(=O)N3CCN(c4ccccn4)CC3)c(C)o2)cc1	5%	7%	-4	-8
CCCc1ccc(Oc2coc3cc(OCC(=O)Nc4ccccc4C)ccc3c2=O)cc1	-1%	.	8	-26
CC(CCC(=O)O)C1CCC2C3C(=O)CC4CC(=O)CC[C@@]4(C)C3CC(=O)[C@]12C (stereo partly specified)	-4%	-8%	.	.
CC(OC(=O)c1cccc(S(=O)(=O)Nc2cccc(C(F)(F)F)c2)c1)C(=O)Nc1ccc2c(c1)OCCO2 (stereo unspecified)	-2%	.	-3	1
Clc1ccc2oc(-c3cccnc3NCc3ccccc3)nc2c1	3%	15%[11.4 µM]	-1[1.84 µM]	?
O=S(=O)(c1ccccc1)N(CC(O)CN1CCCCC1)c1ccccc1 (stereo unspecified)	0%	18%	3	-24
O=C(O)C(c1ccccc1)N1CCCC1 (stereo unspecified)	2%	.	-7	-16
Cn1c2ccccc2c(=O)c2c(=O)n(C3CCCCC3)c(-c3cccs3)nc21	0%	-2%	1	-3
CC1CCN(CCNC(=O)CCS(=O)(=O)c2ccc(Br)cc2)CC1	-7%	13%	0	29
C=CCNc1nc(Cl)nc(Nc2ccc(OC)cc2)n1	-26%	2%	-4	7
COc1ccc(N2C(=O)CC(NCCNc3ccc([N+](=O)[O-])cn3)C2=O)cc1 (stereo unspecified)	-1%	.	.	-100*
CCOC(=O)c1c(NC(=O)C2=C(C)NC(=S)NC2c2ccc(CC)cc2)sc(C)c1C (stereo unspecified)	-29%	.	.	-5
O=C(C1CCCN(S(=O)(=O)c2cccc3nonc23)C1)N1CCN(c2cccc(Cl)c2)CC1 (stereo unspecified)	3%	-1%	-3&-2	18
Cc1nc2ccc(S(=O)(=O)NC(C(=O)NCc3ccco3)C(C)C)cc2s1 (stereo unspecified)	-1%	-2%	0	-13
SMILES	ALOX12 inhib	15-hLO-2 inh	IMPase cell inh	PNC inhibitor
CCOC(=O)Cn1c(C(=O)OCC)cc2sccc21	-3%	4%	-5	-8
COc1ccc(CCNC(=O)c2cc(-c3ccc(C)cc3O)n[nH]2)cc1OC	-5%	-9%	-8	-16
CC(C)CCNC(=O)c1c[nH]c2ccc(S(=O)(=O)N3CCC4(CC3)OCCO4)cc2c1=O	4%	.	.	25
NC(=O)c1ccc(Oc2ccc(Cl)c3ccccc23)c([N+](=O)[O-])c1	0%	.	.	40
Cc1nn(-c2ccccc2C(=O)O)c(=O)c2ccccc12	10%	-1%	8	4
Cc1cc(NC(=O)COC(=O)c2ccc(S(=O)(=O)N3CCCc4ccccc43)cc2)no1	2%	-2%	4	?
CN(C)C(=O)C1OC(C)(C)OC1C(=O)N(C)C (stereo unspecified)	2%	9%	-5	9
Cc1cc(C)cc(C(=O)OCC(=O)Nc2cccc(S(=O)(=O)NC3=NCCCCC3)c2)c1	-4%	.	.	-96*
COc1cccc2cc(-c3nnc(SCC(=O)Nc4nc(C)cs4)n3C)oc12	-4%	-16%	0	?
COC(=O)c1sc(S(=O)(=O)N2CCN(c3ccccc3)CC2)c(C(=O)OC)c1C	4%	9%	1	?
CCOc1ccc(C(CCc2ccccc2)NC(=O)c2ccccc2F)cc1OCC (stereo unspecified)	-3%	4%	12	20
Cc1nc2ccccn2c1/C(O)=C1\C(=O)C(=O)N(CCN2CCOCC2)C1c1ccncc1 (stereo unspecified)	-3%	7%	-2	-18
COc1ccc(CC(=O)NC(c2ccccc2)c2ccccc2)cc1S(=O)(=O)N1CCOCC1	3%	-2%	-1	29
CC(=O)c1cn(CCCCCCCCCCn2cc(C(C)=O)c(=O)[nH]c2=O)c(=O)[nH]c1=O	13%	0%	-2	2
COC(=O)c1ccc(Cn2c(O)c(N=O)c3ccccc32)o1	-2%	-12%	5	-22
O=C(CN1CCN(S(=O)(=O)c2ccc(Br)cc2)CC1)N/N=C/c1ccc(Cl)c([N+](=O)[O-])c1	2%	.	.	75
COc1ccc(C(C(=O)NC2CCCCC2)N(CC2CCCO2)C(=O)C2COc3ccccc3O2)cc1OC (stereo unspecified)	2%	.	0	?
COc1ccc(COCC(O)CN2CCC(CN3C(=O)c4cccc5cccc(c45)C3=O)CC2)cc1OC (stereo unspecified)	-3%	.	.	67
Cc1ccc(S(=O)(=O)NNC(=O)Nc2cccc3ccccc23)cc1	2%	.	.	4
CCCC(=O)NC(=S)Nc1ccccc1F	-4%	-5%	-1	?
CCOC(=O)c1cc(NC(=O)Nc2nccs2)c(C)nc1C	1%	.	.	?
COc1ccc2cc(CCNC(=O)CC(C)(C)C)c(=O)[nH]c2c1	-2%	.	-7	10

Rows are unselected; any-hit rate near 3.1%.
